inhibitors of VEEV = inhibitors of VEEV TC-83 cytopathic effect, confirmation, Vero cells (AID 588727); 350,000 compounds, 0.13% hits; Vero cells, VEEV TC-83 cytopathic effect inhibition; higher % means a stronger effect; inhibition, % at 20 µM; hits with a dose series show IC50 in µM; in the data active = a potency from the dose series; inconclusive = inhibition mostly from about 14% at the one dose, without a potency; inactive = the rest, 99 in 100 with inhibition below about 12%; note: strong numbers were not always called active
PhoP GFP inhibition = PhoP regulon inhibitors, Salmonella typhi PhoP promoter GFP reporter, confirmatory (AID 1850); one-dose inhibition, % at 50 µM; IC50 in µM for titrated hits; Salmonella Typhi PhoP-promoter GFP reporter, fluorescence, 4 h; higher % means a stronger effect; 310,000 compounds, 0.33% hits; in the data active = a potency from the dose series; inconclusive = inhibition mostly from about 25% at the one dose, without a potency; inactive = the rest, 99 in 100 with inhibition below about 19%;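 note: 0% = induced wells with vehicle and 100% = uninduced wells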
H1N1 NS1A inhibition = H1N1 influenza NS1A inhibitors, functional cell based assay (AID 504329); 340,000 compounds, 0.3% hits; inhibition, % at 12.5 µM; hits with a dose series show IC50 in µM; NS1A functional cell-based assay, percent inhibition; higher % means a stronger effect; in the data active = a potency from the dose series; inconclusive = inhibition above about 27% without an active follow-up result; note: strong numbers were not always called active
M. tuberculosis HTS = M. tuberculosis growth inhibition, HTS (AID 449762). M. tuberculosis H37Rv growth inhibition, 7H9 media; higher % means a stronger effect. inhibition, % at 25 µM; hits with a dose series show IC50 in µM. 330,000 compounds, 0.59% hits; in the data active = a potency from the dose series; inconclusive = inhibition above about 70% without an active follow-up result;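 note: bacterial growth assessed after seven days of incubation; strong numbers were not always called active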
M. tuberculosis = growth inhibition of non-replicating M. tuberculosis (AID 488890); Mycobacterium tuberculosis non-replicating, growth inhibition; higher % means a stronger effect; inhibition, % at 25 µM; hits with a dose series show IC50 in µM; 320,000 compounds, 0.39% hits; in the data active = a potency from the dose series; inconclusive = inhibition mostly from about 82% at the one dose, without a potency; inactive = the rest, 99 in 100 with inhibition below about 76%;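 note: plate controls were DMSO cells for no effect and high antibiotic wells for full effect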
inhibitors of VEEV 10K pilot screen = further read-out of inhibitors of VEEV, marked with its call; inhibition, %; measured here: 10K pilot screen inhibition
Numbers without * were called inactive; i = inactive; ? = inconclusive; nt = not tested or not shown. No enrichment for hits. Share with any hit: about 1.5%.

SMILES | inhibitors of VEEV | PhoP GFP inhibition | H1N1 NS1A inhibition | M. tuberculosis HTS | M. tuberculosis | others
CCCn1c(NC(=O)c2ccc([N+](=O)[O-])o2)nc2ccccc21 | 4.5% | 0% | -1% | ? | 7.6µM*
N#CCCn1ccc(NC(=O)c2ccc(Cl)cc2)n1 | 2.6% | -9% | -22% | -2% | -4%
Cc1ccc(S(=O)(=O)N2CCN(C(=O)CSCc3ccc(C(C)C)cc3)CC2)cc1 | 1.5% | nt | -3% | -2% | 34%
O=C(CN1C(=O)CCC1=O)Nc1cccc(NC(=O)CN2C(=O)CCC2=O)c1 | 0.7% | -11% | -9% | 2% | 12%
COc1ccc(-c2cc3ccccc3n2CC(O)CN2CCN(CCO)CC2)cc1 (stereo not given) | 1.1% | -2% | -5% | -5% | 52%
Cc1cc(=O)c2ccccc2n1CC(=O)NCc1ccccc1 | 0.5% | -5% | -2% | -4% | 69%
COc1cccc(-c2nc(CS(=O)(=O)CC(=O)NCc3ccc(Cl)cc3)c(C)o2)c1 | 1.2% | 0% | 3% | -1% | -10%
CCc1ccccc1NC(=O)CN1CCN(CC(=O)Nc2ccc3c(c2)OC2(CCCCC2)O3)CC1 | 4.1% | nt | 13% | nt | nt
Clc1ccc(-c2cc(COc3ccccc3)no2)cc1Cl | i | -12% | -65% | 45% | 7%
COc1cc(/C=N/NC(=O)Cc2nnc(N)s2)cc(OC)c1OC | i | 0% | 1% | 3% | -14%
Cc1cc([N+](=O)[O-])ccc1NC(=S)NC(=O)C(c1ccccc1)c1ccccc1 | i | -8% | -1% | -7% | 64%
Cn1c2ccccc2c2c(C(=O)N3CCN(c4ccccn4)CC3)cn(C3CCCC3)c(=O)c21 | 7.6% | -2% | 9% | -7% | 40%
C/C(=N\Nc1ccc(Cl)c(C(=O)O)c1)c1cccs1 | 1.0% | 14% | -16% | -2% | 2%
CC1CCCCN1CCNC(=O)CCc1nnc2n(Cc3ccccc3)c(=O)c3ccccc3n12 (stereo not given) | 0.0% | -12% | 1% | -12% | 33%
CC(C)=CCN1CCN(Cc2nc(-c3ccccc3)cs2)CC1CCO (stereo not given) | 0.8% | 25% | -6% | -10% | 38%
COc1ccc(C(=O)CSc2n[nH]c(=O)n2Cc2ccco2)cc1 | 0.1% | 11% | 2% | 3% | -4%
CCOC(=O)c1c(NC(=O)OC)sc(C(=O)N(CC)CC)c1C | 4.4% | -3% | 2% | 10% | 8% | inhibitors of VEEV 10K pilot screen=0.6
Cc1ccccc1OCCNc1ccc(C(F)(F)F)cc1[N+](=O)[O-] | 0.8% | -2% | 9% | 53% | 25%
CCCCN(C(=O)c1ccc(N(C)S(=O)(=O)c2ccc(C)cc2)cc1)c1c(N)n(CC(C)C)c(=O)[nH]c1=O | 5.2% | nt | -5% | nt | nt
CCC1(CC)C(=O)C2=C3C1[C@H](C(=O)OC)C=C(C(=O)OC)C[C@H]3n1c(=O)n(C)c(=O)n1[C@H]2C (stereo not given in full) | i | -1% | -3% | -9% | -12% | inhibitors of VEEV 10K pilot screen=1.6
COCC(C)NC(=O)c1cc(-c2cccc(OC)c2)on1 (stereo not given) | i | 5% | -2% | -3% | 10%
CCCCOc1ccc(N2C(=O)CC(NCc3ccncc3)C2=O)cc1 (stereo not given) | 0.3% | -6% | -10% | 3% | 9%
O=C(CSc1nc(C2CCCCC2)nc2ccccc12)NCc1ccco1 | 8.1% | -7% | -4% | 0% | 16%
Cn1c(=O)n(C)c2cc(NS(=O)(=O)c3ccc(C(C)(C)C)cc3)ccc21 | 6.4% | 7% | -1% | -4% | 17%
CCN1C(=O)NC(=O)/C(=C\c2cn(CC(=O)N3CCCCC3C)c3ccccc23)C1=O (stereo not given) | 4.0% | -28% | 22% | 3% | 13%
COc1ccc(CCNC(=O)CCCCCn2c(SCC(N)=O)nc3cc4c(cc3c2=O)OCO4)cc1OC | 0.5% | 6% | -8% | 8% | -9%
O=C1NC2(CCCCCCC2)C(=O)N1Cc1ccc(F)cc1 | 1.8% | 13% | 11% | 2% | 23%
Cc1ccc(NS(=O)(=O)c2ccc(C3CCCCC3)cc2)cc1 | i | -25% | -3% | 6% | 17%
CCOc1cc2[nH]c(=S)n(CCC(=O)NCc3ccco3)c(=O)c2cc1OCC | i | 2% | 5% | -7% | -12%
CCc1nnc(NC(=O)c2ccc(Cl)nc2)s1 | 1.7% | -6% | -4% | -3% | 22%
NC(=O)c1ccccc1NC(=O)COc1ccc2c(c1)OCO2 | i | -1% | -4% | 3% | 7%
O=C(CCNS(=O)(=O)c1cccc2nonc12)Nc1ccc(Cl)cc1 | 3.0% | 7% | -8% | -3% | 10%
CCN(CC)S(=O)(=O)c1ccc(-c2nnc(SCC(=O)Nc3cc(OC)cc(OC)c3)o2)cc1 | i | -9% | 0% | 14% | 4%
COC(=O)c1ccccc1NC(=O)CSc1nncn1C | 0.2% | 4% | -8% | 2% | 4%
O=C(c1ccc(Cl)c(Cl)c1)N1CCC(=O)N(C(COCc2cccc(C(F)(F)F)c2)Cc2ccccc2)CC1 (stereo not given) | 0.2% | -2% | 6% | 2% | 21% | inhibitors of VEEV 10K pilot screen=1.0
CC1CCN(c2nncc3ccccc23)CC1 | 2.7% | 8% | 1% | -2% | 19%
CC1CCCN(C(C(=O)NC2CCCCC2)c2cc3c(cc2[N+](=O)[O-])OCO3)C1 (stereo not given) | 0.9% | -9% | -8% | 5% | 60%
O=c1cc(-c2ccccc2)c2cc(Cl)ccc2[nH]1 | 0.6% | -2% | 0% | 1% | 0%
CC(NC(=O)c1ccc(C23CC4CC(CC(C4)C2)C3)cc1)C(=O)O (stereo not given) | 0.8% | -7% | 11% | 5% | 11%
O=[N+]([O-])c1ccc(SCCc2ccccn2)cc1 | 0.3% | -25% | -20% | 1% | 60%

Two compounds drawn at random from those above, as already listed:
SMILES | inhibitors of VEEV | PhoP GFP inhibition | H1N1 NS1A inhibition | M. tuberculosis HTS | M. tuberculosis | others
NC(=O)c1ccccc1NC(=O)COc1ccc2c(c1)OCO2 | i | -1% | -4% | 3% | 7%
O=C(c1ccc(Cl)c(Cl)c1)N1CCC(=O)N(C(COCc2cccc(C(F)(F)F)c2)Cc2ccccc2)CC1 (stereo not given) | 0.2% | -2% | 6% | 2% | 21% | inhibitors of VEEV 10K pilot screen=1.0

Next part.
SMILES | inhibitors of VEEV | PhoP GFP inhibition | H1N1 NS1A inhibition | M. tuberculosis HTS | M. tuberculosis | others
O=C1C(Cc2ccccc2)Nc2ncnc(N3CCc4ccccc4C3)c2N1Cc1ccc(Cl)cc1 (stereo not given) | 2.6% | -2% | 9% | 4% | 61%
CCN(CC)S(=O)(=O)c1cccc(NC(=O)COC(=O)CCC(=O)c2cccs2)c1 | i | 8% | -11% | -2% | -2%
Cc1cc(N/C=C/C(=O)c2ccccc2)ccc1Br | 0.4% | -2% | -3% | ? | 9%
O=[N+]([O-])c1ncccc1OCc1ccc(Cl)c(Cl)c1 | i | -29% | -8% | 6% | 30%
COCCNC(=O)CCCn1c(=O)c2cc(OC)c(OC)cc2n(CC(=O)Nc2ccc(F)cc2)c1=O | 1.0% | -9% | 1% | -5% | 4%
COc1cc(NC(=O)COc2ccccc2)ccc1NC(=O)c1ccco1 | 1.8% | -1% | 8% | 10% | 49%
CCN1CC(c2ccccc2)C(c2ccc(Cl)cc2)=N1 (stereo not given) | 0.4% | 0% | 0% | 7% | 8%
Cc1ccc(CNC(=O)C2CC(c3cccc([N+](=O)[O-])c3)=NO2)o1 (stereo not given) | 0.5% | 15% | 14% | -5% | -2%
Cc1cc(C)cc(C(N)=Nc2cccc(C#N)c2)c1 | i | 12% | -3% | 0% | -3%
N#Cc1ccc(NC(=O)Cn2cnc(S(=O)(=O)N3CCOCC3)c2)cc1 | 0.4% | 7% | -2% | 3% | 11%

Sorted by number of heavy atoms (low to high): part of the list above
SMILES | inhibitors of VEEV | PhoP GFP inhibition | H1N1 NS1A inhibition | M. tuberculosis HTS | M. tuberculosis | others
Cc1cc(N/C=C/C(=O)c2ccccc2)ccc1Br | 0.4% | -2% | -3% | ? | 9%
Cc1ccc(CNC(=O)C2CC(c3cccc([N+](=O)[O-])c3)=NO2)o1 (stereo not given) | 0.5% | 15% | 14% | -5% | -2%
N#Cc1ccc(NC(=O)Cn2cnc(S(=O)(=O)N3CCOCC3)c2)cc1 | 0.4% | 7% | -2% | 3% | 11%
COc1cc(NC(=O)COc2ccccc2)ccc1NC(=O)c1ccco1 | 1.8% | -1% | 8% | 10% | 49%
CCN(CC)S(=O)(=O)c1cccc(NC(=O)COC(=O)CCC(=O)c2cccs2)c1 | i | 8% | -11% | -2% | -2%
COCCNC(=O)CCCn1c(=O)c2cc(OC)c(OC)cc2n(CC(=O)Nc2ccc(F)cc2)c1=O | 1.0% | -9% | 1% | -5% | 4%

Next compounds follow.
SMILES | inhibitors of VEEV | PhoP GFP inhibition | H1N1 NS1A inhibition | M. tuberculosis HTS | M. tuberculosis | others
Cc1ccnn1Cc1cc(C(=O)O)c2ccccc2n1 | 1.1% | -5% | -18% | -7% | 3%
CC(=O)c1sc(NC(=O)C=C(C)C)nc1C | 2.1% | 14% | -5% | 6% | 7%
O=C(N/N=C/c1cc([N+](=O)[O-])ccc1O)c1ccncc1 | 5.7% | 13% | -35% | ? | 49%
CCn1nc(NC(=O)COC)c2cc3cc(C)ccc3nc21 | 1.4% | -3% | -3% | 1% | -3%
Cn1c(=O)c2c(SCC(=O)NC3CCCC3)nc(CC(C)(C)C)nc2n(C)c1=O | 4.7% | 0% | -11% | -6% | -6%
O=C(Nc1ccc(Br)cn1)c1ccc(Br)s1 | i | 3% | -11% | 10% | ?
CCCCOC(=O)CSc1nnc(-c2cc(OC)c(OC)c(OC)c2)o1 | 3.3% | -2% | 1% | ? | ?
Cn1c(=O)[nH]c(=O)c2c1nc(N1CCCC1)n2CCCSc1nnnn1-c1ccccc1 | 1.9% | -4% | -3% | 8% | 4%
COc1ccc(N2CC(C(=O)N3CCN(S(=O)(=O)c4ccc(F)c(F)c4)CC3)CC2=O)c(OC)c1 (stereo not given) | 3.8% | nt | -8% | nt | nt
O=C(Cc1ccc(Br)cc1)Nc1ccc(Cl)cc1 | i | 1% | 0% | 7% | 62%
Fc1cccc(Cl)c1CSC1=NCCS1 | 1.4% | -9% | 4% | -5% | 0%
C[C@@H]1CC=C[C@H]2[C@H]1C(=O)N(Cc1ccccc1)[C@H]2c1ccc(-c2ccc(N(C)C)cc2)cc1F | 0.1% | 8% | -2% | 70% | 5%
Cc1ccc(CNC(=O)CCS(=O)(=O)c2ccc3c(c2)oc(=O)n3C)cc1 | i | -13% | 5% | -5% | -10%
COC(=O)c1ccc2nc(NC(=O)C(C)C)sc2c1 | 1.7% | -2% | -4% | 4% | 57%
CCOC(=O)c1[nH]c2c(c1-c1ccc(OC)cc1)C(=O)CC(c1ccc(OC)c(OC)c1)C2 (stereo not given) | 11% | -13% | 1% | -5% | 33%
O=C(Nc1cc(F)cc(F)c1)c1ccc(NCCc2ccccc2)c([N+](=O)[O-])c1 | 0.7% | -5% | -5% | 0% | -1%
COc1ccccc1C(=O)Oc1ccc2c(c1)O/C(=C\c1ccncc1)C2=O | 0.8% | -5% | -4% | 11% | ?
CCOc1ccc(C(=O)N/N=C/c2c(C)[nH]c(=O)[nH]c2=O)cc1 | nt | -2% | nt | -4% | -1%
Cc1cc(Br)c(NC(=O)c2c(-c3c(Cl)cccc3Cl)noc2C)c(Br)c1 | i | -8% | -6% | -6% | -22%
Cc1cc(N/N=C/c2ccccc2O)nc(-c2ccccc2O)n1 | 8.4% | -8% | 2% | 63% | 66%

Two neighbouring compounds out of the list so far, for reference:
SMILES | inhibitors of VEEV | PhoP GFP inhibition | H1N1 NS1A inhibition | M. tuberculosis HTS | M. tuberculosis | others
Cc1cc(Br)c(NC(=O)c2c(-c3c(Cl)cccc3Cl)noc2C)c(Br)c1 | i | -8% | -6% | -6% | -22%
Cc1cc(N/N=C/c2ccccc2O)nc(-c2ccccc2O)n1 | 8.4% | -8% | 2% | 63% | 66%

(listing goes on)
SMILES | inhibitors of VEEV | PhoP GFP inhibition | H1N1 NS1A inhibition | M. tuberculosis HTS | M. tuberculosis | others
CC(C)C(=O)NC(=S)Nc1ccccc1N1CCN(C(=O)c2ccccc2)CC1 | 8.2% | 10% | -3% | 5% | -2%
CN(C)c1ccc(NC(=O)C(=O)C2C(=O)Nc3ccccc32)cc1 (stereo not given) | i | 9% | -23% | -6% | 25%
CCOC(=O)c1c(NC(=O)c2ccc(Br)o2)sc(C)c1CC | 6.0% | -30% | -16% | 48% | 25%
Cc1c(NC(=O)Cc2cccs2)cccc1[N+](=O)[O-] | 0.5% | 6% | -1% | -6% | -5%
